# GPR55 activation: GPR55 agonists via beta-arrestin recruitment, primary screen, imaging, U2OS cells, beta-arrestin-GFP redistribution (AID 1961). U2OS GPR55 beta-arrestin-GFP redistribution imaging; higher % means a stronger effect. activation, % at 10 µM; hits with a dose series show EC50 in µM. 0.048% of 290,000 active;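 active = activation above 40% with more than 50 cells counted in the well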;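 also: U2OS osteosarcoma cells stably expressing GPR55 and beta-arrestin-GFP; plate controls were DMSO negative control for no effect and LPI positive control for full effect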
# NOD1 inhibition: inhibition of NOD1-driven NF-kB reporter – cell-based, luminescence, uHTS, primary screen (AID 1578); NOD1-driven NF-kB luciferase reporter cells, luminescence; higher % means a stronger effect; inhibition, % at 4 µM; hits with a dose series show EC50 in µM; 1% of 290,000 active; in the data active = inhibition mostly above about 36%, no sharp cut-off; inactive = mostly below about 34%;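 also: HEK-293T reporter cells stimulated with the NOD1 agonist gamma-tri-DAP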
# GPR55 antagonists: GPR55 antagonists blocking LPI-driven arrestin recruitment, primary screen, imaging, U2OS, beta-arrestin-GFP, LPI agonist (AID 2013); 0.13% of 290,000 active; one-dose inhibition, % at 10 µM; IC50 in µM for titrated hits; U2OS GPR55 beta-arrestin-GFP translocation imaging, LPI antagonism; higher % means a stronger effect;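 active = spots per cell inhibited over 60%, with over 100 cells counted and total cytoplasm intensity under 500,000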;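 also: U2OS cells stably carrying GPR55 and arrestin-GFP stimulated by 5 µM LPI near EC80; imaged beta-arrestin-GFP aggregate spots per cell after agonist stimulation; plate controls were LPI-stimulated DMSO wells for no effect and DMSO wells without LPI for full effect; some results filed as inactive read as strong as hits; confirmed hits need IC50 under 10 µM and bright autofluorescent wells are also inconclusive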
# KOR beta-arrestin-1: KOR antagonists, beta-arrestin recruitment, cell-based, luminescence, uHTS (AID 1778); 0.091% of 290,000 active; KOR beta-arrestin recruitment, luminescence, antagonist mode; higher % means a stronger effect; inhibition, % at 10 µM; hits with a dose series show IC50 in µM; in the data active = inhibition above about 50%; also: strong numbers were not always called active
# SIAH1 antagonists: blockers of Siah-1 interaction with plectin peptide – biochemical, fluorescence polarization, rhodamine-plectin, uHTS, primary screen (AID 1817). Siah-1 / rhodamine-plectin peptide fluorescence polarization; higher % means a stronger effect. displacement, % at 20 µM, or IC50 in µM where a hit was titrated. 0.02% of 290,000 active;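 active = displacement of at least 50% at 20 µM, with a fluorescence ratio check between 0.3 and a set limit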;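 also: plate controls were Siah plus tracer with DMSO for no effect and tracer alone without Siah for full effect; strong numbers were not always called active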
# HIV fusion peptide: inhibitors of HIV fusion peptide binding, primary screen, biochemical, uHTS, fluorescence dequenching (AID 1986). one-dose inhibition, % at 20 µM; IC50 in µM for titrated hits. 0.3% of 290,000 active. cell-free peptide binding, fluorescence dequenching, 30 min; higher % means a stronger effect; in the data active = inhibition mostly above about 52%, no sharp cut-off; inactive = mostly below about 76%; also: some results filed as inactive read as strong as hits
# GPR35 antagonists: inhibition of zaprinast-stimulated GPR35 beta-arrestin translocation – imaging, U2OS, beta-arrestin-GFP, zaprinast agonist, primary screen (AID 2058) | U2OS GPR35 beta-arrestin-GFP translocation imaging, zaprinast antagonism; higher % means a stronger effect | one-dose inhibition, % at 10 µM; IC50 in µM for titrated hits | 0.052% of 290,000 active;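 active = inhibition of at least 50% with at least 30 cells and total cytoplasm GFP at most 10,000,000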
# AID2073: inhibitors of Mint1-CaV2.2 protein interaction, biochemical, HTRF (AID 2073) | HTRF protein-protein interaction, Mint1-CaV2.2; higher % means a stronger effect | inhibition, % at 20 µM; hits with a dose series show IC50 in µM | 0.19% of 290,000 active; in the data active = inhibition mostly above about 51%, no sharp cut-off; also: some results filed as inactive read as strong as hits
# KOR beta-arrestin-2: KOR agonists, beta-arrestin recruitment, primary screen, cell-based, luminescence, uHTS (AID 1777); KOR beta-arrestin recruitment, luminescence; higher % means a stronger effect; one-dose activation, % at 10 µM; EC50 in µM for titrated hits; 0.02% of 280,000 active; in the data active = activation above about 50%, passing the limit was not always enough; also: a part of the inactive calls stands beside numbers as strong as those of hits
# Active calls of the source: *; nt = no result given; [ ] = another dose, or the depositor's remark. A portion of the library, so the mix of outcomes need not match the whole.
SMILES,GPR55 activation,NOD1 inhibition,GPR55 antagonists,KOR beta-arrestin-1,SIAH1 antagonists,HIV fusion peptide,GPR35 antagonists,AID2073,KOR beta-arrestin-2
Cc1cccc(N2C(=O)NC(=O)/C(=C\c3cccn3-c3ccc(Cl)cc3)C2=O)c1,0.0%,44%,0%,-55%,0%,8.2%,11%,29%,6.6%
NS(=O)(=O)c1ccc(N=Nc2c(O)[nH]c(=S)[nH]c2=O)cc1,0.0%,0%,-6%,-6%,-8%,-1.4%,-1%,-2%,-1.3%
CC/C(=N\NC(=O)c1ccccc1Cl)c1c(O)n(C2CCCCC2)c(=O)[nH]c1=O,-0.1%,-4%,10%,9%,1%,13%,-3%,4%,-1.1%
CC(C)(C)c1ccc(-c2noc(CCC(=O)NCc3ccco3)n2)cc1,0.5%,8.4µM*,-9%,-4%,2%,4.8%,-22%,4%,-4.7%
CC(=O)c1ccc(NC2=NCCCS2)cc1,0.5%,-9%,-3%,-11%,1%,2.3%,-3%,8%,-2.0%
OC1(c2ccccc2)CCNC2CCCCC21 (stereo not drawn),-0.1%,-17%,20%,3%[20 µM],-4%,1.2%,3%,-1%,1.0%
C[C@H]1O[C@@H](O[C@H]2[C@@H](O)C[C@H](O[C@H]3[C@@H](O)C[C@H](O[C@H]4CC[C@@]5(C)[C@H](CC[C@@H]6[C@@H]5CC[C@]5(C)[C@@H](C7=CC(=O)OC7)CC[C@]65O)C4)O[C@@H]3C)O[C@@H]2C)C[C@H](O)[C@@H]1O,0.1%,105%*,10%,-258%,0%,-0.5%,45%,-8%,29%
O=c1[nH]c(O)c(Cc2ccc3c(c2)OCO3)c(=O)[nH]1,0.1%,-2%,-2%,23%,4%,-1.3%,6%,-14%,-0.8%
O=C(CNC(=O)c1ccccc1)Nc1ccc(Br)cc1C(=O)c1ccccc1,0.1%,-29%,-3%,-34%,3%,-0.3%,0%,-5%,-0.9%
O=c1[nH]c(=O)n(Cc2ccc(F)cc2)c(O)c1C=NCc1cccnc1,-0.2%,9%,16%,-22%,-6%,-1.2%,3%,4%,8.2%
CCCCCCN1CCN(c2ccccc2Cl)CC1,0.8%,-23%,22%,-22%,8%,0.8%,13%,-6%,3.0%
Cc1ccc(N2C(=O)CC(=O)NC2=O)c(C)c1,-0.1%,-18%,-4%,-27%,-6%,1.0%,-7%,10%,-2.1%

# A different layout for some results above.
smiles	GPR55 activation	NOD1 inhibition	GPR55 antagonists	KOR beta-arrestin-1	SIAH1 antagonists	HIV fusion peptide	GPR35 antagonists	AID2073	KOR beta-arrestin-2
O=c1[nH]c(=O)n(Cc2ccc(F)cc2)c(O)c1C=NCc1cccnc1	-0.2%	9%	16%	-22%	-6%	-1.2%	3%	4%	8.2%
Cc1ccc(N2C(=O)CC(=O)NC2=O)c(C)c1	-0.1%	-18%	-4%	-27%	-6%	1.0%	-7%	10%	-2.1%

# The list goes on:
SMILES,GPR55 activation,NOD1 inhibition,GPR55 antagonists,KOR beta-arrestin-1,SIAH1 antagonists,HIV fusion peptide,GPR35 antagonists,AID2073,KOR beta-arrestin-2
CCC(=NCc1cccnc1)c1c(O)n(-c2ccccc2)c(=O)[nH]c1=O,0.7%,19%,-11%,23%,-10%,-1.4%,-4%,1%,-3.3%
C=CCn1c(O)c(/C(C)=N/NC(=S)Nc2ccccc2)c(=O)[nH]c1=O,-1.5%,-8%,0%,5%,6%,3.9%,-8%,-14%,-1.8%
Cc1ccc(Cn2ccccc2=N)cc1,0.0%,-11%,6%,-7%,-3%,0.3%,-19%,4%,0.7%
O=C(CN1CCCC1)Nc1ccc(Cl)cc1C(=O)c1ccccc1,-0.6%,-6%,-10%,-34%,-1%,0.0%,-4%,2%,3.0%
CCn1c(O)c(C=NCCN2CCOCC2)c(=O)[nH]c1=S,0.3%,-6%,2%,33%,2%,1.5%,2%,-1%,-0.1%
O=c1[nH]cc(COCC(F)(F)C(F)(F)C(F)(F)F)c(=O)[nH]1,0.2%,-4%,5%,-60%[20 µM],7%,-1.6%,5%,4%,1.7%
Cn1cccc1/C=C1/C(=O)NC(=O)N(Cc2ccccc2)C1=O,0.0%,22%,6%,-40%,0%,77%,4%,15%,-2.8%
CNCC(O)c1ccc(O)cc1 (stereo not drawn),-0.1%,-3%,-2%,-27%,-1%,-0.1%,11%,-1%,-1.2%
CCCCn1c(=O)c(C(=O)NCc2ccccc2Cl)c(O)c2ccccc21,0.2%,-2%,-9%,-39%[20 µM],-1%,2.2%,22%,5%,4.2%
CCn1nc(-c2cccs2)nc2c(=O)n(C)c(=O)nc1-2,-0.1%,70%,26%,-127%,0%,1.6%,-2%,1%,4.2%
CC(=O)c1cccc(NC(=O)N2C[C@H]3C[C@@H](C2)c2cccc(=O)n2C3)c1,0.3%,-30%,-16%,1%[20 µM],0%,-0.5%,6%,8%,-2.9%
COC(=O)C1=Nc2ccccc2/C1=C\c1c(O)n(-c2ccc(Br)cc2)c(=O)[nH]c1=O,-0.3%,56%,0%,-22%,0%,18%,nt,10%,1.8%
CC(=O)c1ccc(-c2ccccc2)cc1,0.4%,-22%,5%,-2%,12%,-0.5%,-2%,-10%,-1.0%
CCOC(=O)c1sc(/N=C/c2c(O)n(-c3ccccc3)c(=O)[nH]c2=O)c(C#N)c1C,0.3%,-18%,-1%,-33%,-1%,-1.7%,-4%,2%,-3.9%
C=CCn1c(O)c(C(=O)CCCCCC)c(=O)[nH]c1=O,-0.1%,2%,8%,-10%,4%,51%,-4%,-9%,1.4%
CN(C)P(=S)(Nc1ccccc1)C(Cl)(Cl)Cl (stereo not drawn),-0.1%,-14%,14%,23%,-1%,-0.8%,-2%,-4%,-6.3%
COc1ccc(C[C@@H]2c3cc(O)c(OC)cc3CCN2C)cc1O,0.2%,-3%,5%,14%,5%,3.4%,-8%,34%,0.7%
CC(=O)N1CCC2(CC1)CC(=O)c1cc(OCC(=O)N3CCC4(CC3)OCCO4)ccc1O2,-0.3%,3%,0%,-18%,-2%,2.3%,-5%,37%,8.4%
O=c1[nH]c(=O)n(Cc2ccco2)c(O)c1/C=N/N1CCCCCC1,-0.3%,50%,-10%,4%,-2%,4.1%,-21%,-9%,9.2%
CCOC(=O)C1CCN(S(=O)(=O)c2ccc3c(c2)N(C(C)=O)CC(C)S3)CC1 (stereo not drawn),0.3%,7µM*,-4%,-11%,-4%,-2.0%,12%,13%,-3.3%
CCN(CC)P(=O)(/C=C(\Cl)c1ccccc1)/C=C(\Cl)c1ccccc1,-0.3%,-6%,-4%,12%,0%,0.6%,26%,0%,2.2%
CC(=NCC1CCCO1)c1c(O)n(-c2ccc(C)cc2)c(=O)[nH]c1=O (stereo not drawn),0.0%,-10%,14%,8%,4%,0.8%,-15%,0%,5.8%
COc1ccc(NS(=O)(=O)c2ccc3oc(SC(C)C(N)=O)nc3c2)cc1 (stereo not drawn),0.0%,6.1µM*,-4%,-4%,-2%,-1.5%,-1%,-2%,0.1%
O=c1c2ccccc2nc(-c2ccco2)n1-c1ccc(Br)cn1,-0.1%,-1%,-2%,-5%,-3%,2.3%,-2%,2%,-6.8%

# Reformatted with bars between the fields: part of the list above
SMILES | GPR55 activation | NOD1 inhibition | GPR55 antagonists | KOR beta-arrestin-1 | SIAH1 antagonists | HIV fusion peptide | GPR35 antagonists | AID2073 | KOR beta-arrestin-2
C=CCn1c(O)c(C(=O)CCCCCC)c(=O)[nH]c1=O | -0.1% | 2% | 8% | -10% | 4% | 51% | -4% | -9% | 1.4%
CN(C)P(=S)(Nc1ccccc1)C(Cl)(Cl)Cl (stereo not drawn) | -0.1% | -14% | 14% | 23% | -1% | -0.8% | -2% | -4% | -6.3%

# 2 consecutive entries out of the list so far:
SMILES,GPR55 activation,NOD1 inhibition,GPR55 antagonists,KOR beta-arrestin-1,SIAH1 antagonists,HIV fusion peptide,GPR35 antagonists,AID2073,KOR beta-arrestin-2
COc1ccc(NS(=O)(=O)c2ccc3oc(SC(C)C(N)=O)nc3c2)cc1 (stereo not drawn),0.0%,6.1µM*,-4%,-4%,-2%,-1.5%,-1%,-2%,0.1%
O=c1c2ccccc2nc(-c2ccco2)n1-c1ccc(Br)cn1,-0.1%,-1%,-2%,-5%,-3%,2.3%,-2%,2%,-6.8%

# Additional entries follow:
SMILES,GPR55 activation,NOD1 inhibition,GPR55 antagonists,KOR beta-arrestin-1,SIAH1 antagonists,HIV fusion peptide,GPR35 antagonists,AID2073,KOR beta-arrestin-2
COC(=O)C1=C(N)Oc2c(c(=O)oc3ccccc23)C1c1cccnc1 (stereo not drawn),0.0%,-7%,1%,-5%,3%,-0.8%,-9%,-6%,-3.9%
CC(C)C(=O)NC(Oc1ccccc1Cl)C(Cl)(Cl)Cl (stereo not drawn),0.1%,-16%,17%,2%,10%,3.1%,18%,-14%,-2.8%
CCOC(=O)C(C)Oc1cc(C)cc2oc(=O)c3c(c12)CCCC3 (stereo not drawn),-0.3%,-33%,6%,-3%,-3%,-0.2%,14%,2%,0.2%
COc1cccc(-n2c(CN3CCOCC3)nc3ccc([N+](=O)[O-])cc3c2=O)c1,0.3%,-10%,10%,-11%,-1%,0.2%,8%,7%,0.0%
COc1ccc(N=C(C)c2c(O)n(C)c(=O)n(C)c2=O)c(OC)c1,0.7%,-13%,-10%,-20%,-2%,-1.6%,4%,-2%,0.3%
O=C(O)c1ccc(N=Cc2c(O)[nH]c(=O)[nH]c2=O)cc1,-0.1%,0%,-4%,-1%,4%,16%,-6%,5%,-6.8%
COc1ccc(CC(=O)N2C[C@H]3C[C@@H](C2)c2cccc(=O)n2C3)cc1,0.2%,24%,-8%,-32%[20 µM],-6%,0.1%,-14%,11%,-1.9%
COc1ccc(-c2nn(CCC#N)cc2C(=O)Nc2ccc(C(C)=O)cc2)cc1,0.2%,-16%,8%,-5%,-4%,-1.0%,16%,-14%,8.0%
CN1CCN(c2c(N)c(=O)oc3ccccc23)CC1,0.2%,14%,-4%,28%,-1%,9.3%,0%,7%,-7.6%

# Bioassay records as filed in PubChem.
